# High-throughput results: PubChem BioAssay, several laboratories
# 14-3-3 Bad inh – inhibitors of 14-3-3 zeta/Bad binding, primary screen, biochemical, TR-FRET, bovine 14-3-3 zeta; TR-FRET 14-3-3zeta/Dy647-pBad peptide displacement, 1 h; inhibition, % at 21.7 µM; 0.71% of 220,000 active; AID 781, 2007; 14-3-3 protein zeta/delta (Bos taurus), P63103;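 active means inhibition above about 70%, limit read from the data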;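 further: 0% = full 14-3-3 plus peptide FRET controls and 100% = background without 14-3-3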
# Target sequence (P63103 whole entry, looked up): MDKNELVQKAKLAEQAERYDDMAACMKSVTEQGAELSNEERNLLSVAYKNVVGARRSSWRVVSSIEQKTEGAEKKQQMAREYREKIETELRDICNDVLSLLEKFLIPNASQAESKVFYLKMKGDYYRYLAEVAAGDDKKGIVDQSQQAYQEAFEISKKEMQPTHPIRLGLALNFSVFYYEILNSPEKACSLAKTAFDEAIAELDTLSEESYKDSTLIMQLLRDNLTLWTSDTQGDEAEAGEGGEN
# Runt-SMMHC FRET – inhibitors of RUNX1 Runt–CBFb-SMMHC binding, primary screen, biochemical, FRET, Cerulean-Runt, Venus-CBFb-SMMHC, uHTS; Runt-related transcription factor 1 (Homo sapiens) + Core-binding factor subunit beta …; Cerulean-Runt/Venus-CBFb-SMMHC FRET ratio 530/480, 1 h; inhibition, % at 20 µM; 0.74% of 220,000 active;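 active means mean inhibition across duplicate retests at 20 µM reaching about 50%, limit read from the data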;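 further: 0% = DMSO wells and 100% = wells with excess untagged CBFb-SMMHC; inhibitors lower the FRET ratio by blocking Runt binding to CBFb-SMMHC; some results filed as inactive read as strong as hits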
# FXIa inh 1536 – human FXIa protease inhibitors, primary screen, biochemical, 1536-well. Coagulation factor XI (Homo sapiens), P03951. purified FXIa, Boc-Glu-Ala-Arg-AMC fluorogenic substrate. inhibition, % at 5 µM. 0.14% of 220,000 active. AID 798, 2007;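 active means inhibition of at least 40%; inactive means inhibition below 40%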;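 further: fluorescence of freed AMC excited at 355 nm; 0% = enzyme without compound and 100% = no enzyme blank; many of its hits are not listed in these tables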
# FXIIa inh – human FXIIa protease inhibitors, primary screen, biochemical, 1536-well | Coagulation factor XII (Homo sapiens), P00748 | purified FXIIa, Boc-QGR-AMC fluorogenic substrate, 2 h | inhibition, % at 5 µM | 0.3% of 220,000 active; in the data active means inhibition above about 40%;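 further: 0% = enzyme with no compound and 100% = blank without enzyme; many of its hits are not listed in these tables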
# Hck Nef HTS – inhibitors of Nef-activated human Hck kinase, primary screen, biochemical, Z-Lyte FRET, 384-well, Hck-YEEI; inhibition, % at 20 µM; 0.68% of 220,000 active; AID 463187, 2010; Tyrosine-protein kinase HCK (Homo sapiens), P08631; Recombinant Hck-YEEI plus Nef, Z-Lyte FRET kinase assay;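 active means Hck-Nef kinase inhibition above about 50%, limit read from the data; inactive means inhibition below that limit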;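 further: 0% = DMSO with Hck plus Nef and 100% = Hck alone without Nef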
# Target sequence (P08631 whole entry, looked up): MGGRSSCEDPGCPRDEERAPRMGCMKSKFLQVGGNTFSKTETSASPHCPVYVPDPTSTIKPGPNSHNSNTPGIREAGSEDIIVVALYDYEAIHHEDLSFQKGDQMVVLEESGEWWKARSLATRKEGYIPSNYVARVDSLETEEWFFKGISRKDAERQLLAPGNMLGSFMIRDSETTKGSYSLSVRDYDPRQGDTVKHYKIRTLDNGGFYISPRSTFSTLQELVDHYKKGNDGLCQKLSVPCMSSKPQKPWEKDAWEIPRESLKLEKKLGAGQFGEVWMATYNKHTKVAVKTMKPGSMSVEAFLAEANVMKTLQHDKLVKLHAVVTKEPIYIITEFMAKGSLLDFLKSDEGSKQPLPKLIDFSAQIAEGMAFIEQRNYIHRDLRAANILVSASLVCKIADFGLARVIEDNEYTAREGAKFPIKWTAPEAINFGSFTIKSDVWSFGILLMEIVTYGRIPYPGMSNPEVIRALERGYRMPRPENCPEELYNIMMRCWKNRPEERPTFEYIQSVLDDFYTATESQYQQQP
# Wee1 degr inh – Wee1 degradation inhibitors, primary screen, cell-based, HeLa, Wee1K328M-luciferase, luminescence; AID 1321, 2008; reporter increase, % at 5 µM; Wee1-like protein kinase (Homo sapiens), P30291; 1.2% of 220,000 active; HeLa Luc-Wee1K328M stability; 100% = proteasome inhibitor MG132 effect;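 active means activation above the mean of all tested compounds plus 3 SD, set per screening run, cut at about 8.8% in these data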;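 further: cells exposed to compound for 20 h before luminescence read; 0% = DMSO alone and 100% = MG132 at 30 µM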
# Runt-CBFb FRET – inhibitors of RUNX1 Runt–CBFb binding, primary screen, biochemical, FRET, Cerulean-Runt, Venus-CBFb, uHTS. Cerulean-Runt/Venus-CBFb FRET ratio 530/480, 1 h. 0.46% of 220,000 active. inhibition, % at 20 µM;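 active means inhibition over about 50% at 20 µM in the single-dose screen, limit read from the data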;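 further: 0% = DMSO wells and 100% = excess unlabeled CBFb competitor control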
#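 test system = Cerulean-tagged RUNX1 Runt domain (FRET donor) fusion protein | reagent = Venus-CBFb binding partner, 100 nM | incubation = protein complex preformed 1 h, compound exposure 1 h, room temperature, dark | detection = FRET fluorescence | read-out basis = loss of energy transfer signal | controls = 5 µM unlabeled CBFb as full-inhibition high control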
# KLK5 inh – human KLK5 protease inhibitors, primary screen, biochemical, 1536-well. recombinant hK5, fluorogenic AMC substrate cleavage. AID 873, 2007. Kallikrein-5 (Homo sapiens), Q9Y337. inhibition, % at 5 µM. 0.59% of 210,000 active;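 active means inhibition of 40% or more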;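 further: 0% = enzyme controls without compound and 100% = no-enzyme blanks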
# Target sequence (Q9Y337 67-293 limits assumed): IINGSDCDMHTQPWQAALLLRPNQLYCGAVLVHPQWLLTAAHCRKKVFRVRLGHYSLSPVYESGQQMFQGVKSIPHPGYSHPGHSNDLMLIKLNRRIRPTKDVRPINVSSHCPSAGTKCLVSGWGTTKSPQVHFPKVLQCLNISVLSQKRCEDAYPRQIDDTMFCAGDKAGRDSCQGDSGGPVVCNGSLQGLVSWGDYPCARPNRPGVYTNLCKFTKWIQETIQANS
# thrombin 1536 – human alpha-thrombin inhibitors, primary screen, counter-screen for coagulation protease inhibitor project, biochemical, 1536-well, fluorogenic AMC substrate; Boc-VPR-AMC fluorogenic substrate cleavage; inhibition, % at 5 µM; 0.26% of 220,000 active; AID 1046, 2008;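 active means inhibition at or above 40%; inactive means inhibition below 40%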;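 further: 0% = enzyme with no compound and 100% = wells without enzyme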
#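 Material: human alpha-thrombin protein; Also added: Boc-VPR-AMC substrate, 15 µM final; Timing: enzyme reaction carried out at room temperature; Signal: fluorescence, ex 355 nm, em 460 nm; Measure: % inhibition of thrombin; Controls: enzyme without compound as high, wells lacking enzyme as low.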
# * marks the source's active call; other numbers are inactive results; nt = not tested or not shown; [ ] = remark or other dose.
SMILES,14-3-3 Bad inh,Runt-SMMHC FRET,FXIa inh 1536,FXIIa inh,Hck Nef HTS,Wee1 degr inh,Runt-CBFb FRET,KLK5 inh,thrombin 1536
CC(=O)N1CCN(S(=O)(=O)c2ccc(F)c(Cl)c2)CC1,-3,-2,-5,1,-1,0,-1,-6,-4
COc1cc(O)c(C(CCN2CCN(c3ccccc3)CC2)c2cc(OC)c(OC)c(OC)c2)c(OC)c1 (centres undefined),-6,4,1,9,30,nt,0,4,4
O=C(CN1c2ccccc2Sc2ccccc21)NNC(=O)Nc1cccc(Cl)c1,2,1,2,14,25,5,0,2,0
O=C(/C=C\Nc1cccc(F)c1)c1ccc2c(c1)OCO2,-9,6,7,16,12,4,0,-16,5
O=C(Nc1ccncc1)c1ccc(S(=O)(=O)Nc2ccccc2)cc1,-4,1,1,6,29,-3,2,-1,-6
O=C(CN1CCCCC1)Nc1nnc(-c2ccccc2)s1,5,0,5,10,5,3,-1,-28,0
COc1cc(OC)cc(C(=O)NCC(=O)OCC(=O)Nc2ccc3c(c2)OCO3)c1,-12,-3,-5,7,18,-1,0,-8,-7
O=C(NC(=S)N1CCN(c2ccc(O)cc2)CC1)c1cccs1,-10,1,3,4,5,-2,12,2,-6
CSC1=NC2(CCCCC2)CC12C=CC(=O)C=C2,2,3,-3,5,24,0,-2,nt,-5
O=C(O)c1cn(C2CC2)c2cc(N3CCN(S(=O)(=O)c4ccc5c(c4)OCCO5)CC3)c(F)cc2c1=O,0,-2,-3,nt,8,3,-3,-3,-1
CCOC(=O)c1nnc(-c2ccccc2)nc1NC,15,0,4,3,0,2,2,1,-2
CC(C)C1N(C(=O)CN2CCCC2)CCN1S(=O)(=O)c1ccccc1 (centres undefined),1,2,5,1,2,2,-1,-9,0
CCn1nc(NC(=O)C2CCCO2)c2cc3cc(C)ccc3nc21 (centres undefined),2,45,-6,-3,9,9,30,-12,-3
Fc1ccccc1/C=N/n1cc(-c2ccccc2)[nH]c1=S,3,19,-2,4,7,1,18,-2,-3
CCOC(=O)/C=c1\s/c(=C\c2ccc(C#N)cc2)c(=O)n1CC(=O)Nc1cccc(C)c1C,10,-54,-2,1,45,3,-15,6,-4
Cc1ccc2occ(C(=O)c3ccco3)c(=O)c2c1,3,-1,1,11,26,-1,-2,-6,-2
O=C(N/N=C\c1ccc(Oc2ccccc2)cc1)c1csnn1,-5,14,-4,6,20,0,27,-7,-11
CCOc1ccc(C(=O)NC2CCN(C(=O)Nc3ccccc3OC)CC2)cc1,1[fluorescence artefact?],2,-2,7,-1,0,0,-9,-3
COc1ccccc1N1C(=O)C2C3C=CC(C3)C2(C)C1=O (centres undefined),-5,-2,3,1,-10,3,-2,4,0
COc1cccc(Cn2cccc(NC(=O)Nc3cccc(C#N)c3)c2=O)c1,1,-7,4,8,6,2,3,6,4
CC1CCN(S(=O)(=O)c2ccc3c(c2)oc(=O)n3CC(=O)N2CCc3ccccc3C2)CC1,1,-5,-8,7,2,0,-2,0,-9
Cc1ccc(C(=O)NCC(c2ccc(F)cc2)N2CCOCC2)cc1 (centres undefined),1,-4,5,13,15,8,3,1,1
CCOC(=O)c1oc2cccc(OCC(O)CNC(C)C)c2c1C (centres undefined),nt,2,-7,-6,-1,1,3,-98,1
Cc1cccc(-n2cc(-c3ccccc3)c3c(N4CCOCC4)ncnc32)c1,-3,-6,-2,3,22,5,-6,-1,-12

# An excerpt of these results, as labelled records.
CCOc1ccc(C(=O)NC2CCN(C(=O)Nc3ccccc3OC)CC2)cc1
  14-3-3 Bad inh: 1[fluorescence artefact?]; Runt-SMMHC FRET: 2; FXIa inh 1536: -2; FXIIa inh: 7; Hck Nef HTS: -1; Wee1 degr inh: 0; Runt-CBFb FRET: 0; KLK5 inh: -9; thrombin 1536: -3

Cc1ccc2occ(C(=O)c3ccco3)c(=O)c2c1
  14-3-3 Bad inh: 3; Runt-SMMHC FRET: -1; FXIa inh 1536: 1; FXIIa inh: 11; Hck Nef HTS: 26; Wee1 degr inh: -1; Runt-CBFb FRET: -2; KLK5 inh: -6; thrombin 1536: -2

COc1cccc(Cn2cccc(NC(=O)Nc3cccc(C#N)c3)c2=O)c1
  14-3-3 Bad inh: 1; Runt-SMMHC FRET: -7; FXIa inh 1536: 4; FXIIa inh: 8; Hck Nef HTS: 6; Wee1 degr inh: 2; Runt-CBFb FRET: 3; KLK5 inh: 6; thrombin 1536: 4

O=C(N/N=C\c1ccc(Oc2ccccc2)cc1)c1csnn1
  14-3-3 Bad inh: -5; Runt-SMMHC FRET: 14; FXIa inh 1536: -4; FXIIa inh: 6; Hck Nef HTS: 20; Wee1 degr inh: 0; Runt-CBFb FRET: 27; KLK5 inh: -7; thrombin 1536: -11

# (continued)
SMILES,14-3-3 Bad inh,Runt-SMMHC FRET,FXIa inh 1536,FXIIa inh,Hck Nef HTS,Wee1 degr inh,Runt-CBFb FRET,KLK5 inh,thrombin 1536
CC(C)=CC(=O)Nc1nc2ccc([N+](=O)[O-])cc2s1,-12,-1,-3,1,9,-1,0,-8,5
CC(=O)c1ccc2c3c(cccc13)C(=O)N(c1c(C)nn(C)c1C)C2=O,2[fluorescence artefact?],0,-8,10,-1,-3,0,-27,1
Fc1ccccc1Cn1nnc2c(NCCc3ccccn3)ncnc21,7[fluorescence artefact?],1,2,10,2,-2,0,-1,-3
COc1ccc(NC(=O)c2cc(CN3C(=O)c4ccccc4C3=O)ccc2OC)cn1,20[fluorescence artefact?],-1,-5,13,6,-3,-4,-18,-19
CCCn1nnnc1NC(=O)COc1ccc(Cl)cc1C,8,3,-5,9,-1,0,-1,15,-9
CNC(=S)N(Cc1ccccc1)Cc1cccnc1,1,0,1,9,-4,-4,2,0,2
O=C(O)Cn1cc(/C=C/[N+](=O)[O-])c2ccccc21,-4,-8,6,11,12,-3,-1,1,nt
CCCc1nc(SCC(=O)Nc2cc(C)on2)c2c(=O)n(C)c(=O)n(C)c2n1,5[fluorescence artefact?],2,-3,6,17,0,1,-1,-4
CCOc1ccc2c(c1)-c1c(ssc1=S)C(C)(C)N2C(=O)c1ccco1,-6,-4,5,10,-8,4,-4,-6,-3
CCOC(=O)c1ccc2[nH]c3ccccc3c2c1,3,-1,1,5,18,6,-1,-2,-9
NC(=O)C1CCN(S(=O)(=O)c2cccc(S(=O)(=O)N3CCCCC3)c2)CC1,1,-3,4,17,0,2,1,7,4
O=C(NC1CCN(C(=S)NCc2ccco2)CC1)C12CC3CC(CC(C3)C1)C2,2,-6,-2,8,-1,-1,20,-4,-5
O=C(NCCCN1CCCC1=O)NC1CCCCC1,0[fluorescence artefact?],-6,4,12,-20,7,0,-10,3
O=C(Nc1cccnc1)c1cc(-c2ccco2)on1,-3,-9,1,-1,3,-2,-2,-5,-11
Cc1nc2nc(CSc3ccc(Cl)cc3)cc(=O)n2[nH]1,-4,-1,5,11,1,1,-2,3,2
O=C(N/N=C/c1ccc2cccnc2c1)c1ccco1,61,2,-2,16,5,1,1,nt,0
C=CCN(C(=O)Nc1ccccc1)C1CC(=O)N(c2ccc(OC)cc2)C1=O (centres undefined),-2[fluorescence artefact?],-3,4,16,0,-1,0,-8,3
Cc1cccc(OCC(=O)Nc2nc3ccc([N+](=O)[O-])cc3s2)c1C,17,-2,4,14,1,-2,-6,-9,1
O=C1/C(=C/c2cccnc2)Oc2cc(OS(=O)(=O)c3ccccc3)ccc21,8,-14,-4,17,-1,-1,-8,5,5
O=c1nc(/C=C/c2ccc(O)c(O)c2)oc2ccccc12,6,-17,0,5,3,2,1,2,-12
COc1cc2nc(NCC3CCCO3)n3nc(-c4cccnc4)nc3c2cc1OC (centres undefined),1,-4,-6,-2,2,-1,6,-34,-9
CC(C)COP(=O)(OCC(C)C)C(Nc1ccccc1)c1ccc2c(c1)OCO2 (centres undefined),5,-11,-2,18,-1,0,-7,-13,9
OC(COCc1ccc(Cl)cc1)CN1CCN(c2ccccn2)CC1 (centres undefined),38[fluorescence artefact?],-1,1,8,1,-2,0,-3,-6
COc1ccc(CCNC(=O)C(NS(=O)(=O)c2ccc3c(c2)CCN3C(C)=O)C(C)C)cc1OC (centres undefined),5,0,3,5,7,0,-1,nt,0

# Molecules above that have an aryl thioether with sulfur outside any ring, in the order listed:
SMILES,14-3-3 Bad inh,Runt-SMMHC FRET,FXIa inh 1536,FXIIa inh,Hck Nef HTS,Wee1 degr inh,Runt-CBFb FRET,KLK5 inh,thrombin 1536
CCCc1nc(SCC(=O)Nc2cc(C)on2)c2c(=O)n(C)c(=O)n(C)c2n1,5[fluorescence artefact?],2,-3,6,17,0,1,-1,-4
Cc1nc2nc(CSc3ccc(Cl)cc3)cc(=O)n2[nH]1,-4,-1,5,11,1,1,-2,3,2

# Back to the main list, repeating the 2 entries before the break.
SMILES,14-3-3 Bad inh,Runt-SMMHC FRET,FXIa inh 1536,FXIIa inh,Hck Nef HTS,Wee1 degr inh,Runt-CBFb FRET,KLK5 inh,thrombin 1536
OC(COCc1ccc(Cl)cc1)CN1CCN(c2ccccn2)CC1 (centres undefined),38[fluorescence artefact?],-1,1,8,1,-2,0,-3,-6
COc1ccc(CCNC(=O)C(NS(=O)(=O)c2ccc3c(c2)CCN3C(C)=O)C(C)C)cc1OC (centres undefined),5,0,3,5,7,0,-1,nt,0
Cc1cc(C(=O)OCC(=O)c2ccc(Cl)c([N+](=O)[O-])c2)c2cccc(C)c2n1,-5[fluorescence artefact?],-8,18,12,8,-3,0,-9,-1
COc1ccc(NC(=O)CSc2ncc(-c3ccc(F)cc3)n2Cc2ccco2)cc1,7[fluorescence artefact?],2,11,21,10,1,0,6,5
COC(=O)c1ccc(S(=O)(=O)NCc2ccccn2)n1C,-6,0,3,10,28,-1,1,3,-1
Cn1ncc2c(NNC(=O)c3ccccc3Cl)ncnc21,-8,-2,4,10,1,9.3*,1,-47,-2
Cc1cc(C)nc(NC2=NCC(=O)N2CCc2c[nH]c3ccccc23)n1,1[fluorescence artefact?],-4,17,19,2,-1,0,-24,-8
Cc1cc(/C(O)=C2\C(=O)C(=O)N(CCN(C)C)C2c2ccncc2)ccc1OCc1ccccc1 (centres undefined),0,1,11,24,1,-1,1,71*,21
